Bioassay records deposited in PubChem BioAssay by Fisher Drug Discovery Resource Center.
hcGAS inh: Primary biochemical luminescence assay for human cyclic GMP-AMP synthase inhibitors | Q8N884 | recombinant h-cGAS, ATP depletion, Kinase-Glo luminescence | inhibition, % at 12.5 µM | hit rate 0.081% among 290,000 | AID 1259398, 2018;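 further: 0% = vehicle reaction and 100% = reaction without DNA for no activity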
Target sequence (Q8N884 whole entry, looked up): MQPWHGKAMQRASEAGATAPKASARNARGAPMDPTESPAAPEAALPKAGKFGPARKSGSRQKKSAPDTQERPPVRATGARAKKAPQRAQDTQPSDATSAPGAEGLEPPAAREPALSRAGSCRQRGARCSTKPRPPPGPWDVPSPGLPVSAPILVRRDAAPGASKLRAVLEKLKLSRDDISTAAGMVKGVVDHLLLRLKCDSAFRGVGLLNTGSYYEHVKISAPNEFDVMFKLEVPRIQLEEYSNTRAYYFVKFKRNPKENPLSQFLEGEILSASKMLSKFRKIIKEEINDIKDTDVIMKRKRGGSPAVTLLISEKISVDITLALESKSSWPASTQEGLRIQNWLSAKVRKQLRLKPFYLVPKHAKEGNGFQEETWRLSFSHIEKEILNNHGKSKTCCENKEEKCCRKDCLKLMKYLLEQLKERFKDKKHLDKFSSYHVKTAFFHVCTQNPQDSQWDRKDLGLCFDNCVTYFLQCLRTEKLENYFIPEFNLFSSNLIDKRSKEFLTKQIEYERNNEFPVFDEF
mcGAS lum: cyclic GMP-AMP synthase inhibitors, mouse, primary biochemical chemiluminescence. Q8C6L5. recombinant cGAS, Kinase-Glo ATP depletion luminescence. inhibition, % at 12.5 µM. hit rate 0.15% among 160,000;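 further: 0% = negative control wells and 100% = reference inhibitor with no enzyme activity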
NPYLR7 ag: agonists of mosquito NPYLR7 receptor, primary screen, cell-based, Aedes aegypti, calcium fluorescence, mosquito biting behavior | Aedes aegypti neuropeptide Y-like receptor 7 (NPYLR7) | HEK293T NPYLR7/Galpha15, GCaMP6s calcium fluorescence | activation, % at 10 µM | hit rate 0.15% among 270,000; in the data active means activation above about 40%;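 further: 0% = vehicle and 100% = reference agonist at the receptor; some compounds past the cut are filed as inactive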
An asterisk follows results filed as active; · = no result given; & = joins results of further samples. Unless noted, no stated cut-off is given here; in the data, active means inhibition above about 40%; inactive means the rest.

compound	hcGAS inh	mcGAS lum	NPYLR7 ag
Cc1cc(C)cc(CC(=O)N2CCC2(C)C(=O)NS(=O)(=O)c2cccc(F)c2)c1 (stereo not drawn)	-8	·	4
Clc1cc2c(cc1NCc1cn3cccnc3n1)OCCO2	3	1	-1
COc1ccc(NC(=O)C2CCN(C(=O)CCNC(=O)c3cc(C)nn3C)CC2)cc1	-1	1	-11
O=C(NCc1cccs1)c1ccc(-c2cc(-c3ccc(Cl)cc3)[nH]n2)cc1	-7	-8	16
CC(C(=O)NC1CC1)N1CCN(C(=O)/C=C/c2ccc(C(F)(F)F)cc2)CC1 (stereo not drawn)	-14	·	11
CCn1cc(C(=O)NCC(C)C)c2nn(-c3ccccc3)c(=O)c-2c1	-3	-1	6
COCC1(C(=O)NCc2cc3c(cc2OC)OCCO3)CCC1	1	-7	0
Cc1cn2c3c(=O)n(Cc4ccccc4)c(=O)n(C)c3nc2n1C1CCCCC1	-2	-4	5
COc1ccc(C)c2sc(N(CCCN(C)C)C(=O)CS(=O)(=O)c3ccc(F)cc3)nc12	-8	-8	0
Cc1ccc(S(=O)(=O)N(CC(=O)N(Cc2ccc(F)cc2)Cc2ccc(C)s2)C(C)C)cc1	-1	-6	7
CCC(C(=O)N(CCOC)CC(=O)N(CCc1c[nH]c2ccccc12)Cc1ccc(F)cc1)c1ccccc1 (stereo not drawn)	-4	-3	·
COc1ccc(-c2nc3scc(CCNS(=O)(=O)c4cccc(C(C)=O)c4)n3n2)cc1	-6	-9	4
CCc1ccc(-n2cc(C(=O)OCC(=O)OC)c3ccccc3c2=O)cc1	-3	-4	1
COc1ccc(NC(=O)c2cnn3c2NC(c2ccccc2)CC3C(F)(F)F)cc1OC (stereo not drawn)	-6	-6	-4
COc1ccc(CN(Cc2ccco2)CC(O)COCc2ccco2)cc1OC (stereo not drawn)	-5	-6	-2
CN(C)N=Cc1ccc(Cl)c([N+](=O)[O-])c1	-5	·	2
N#Cc1ccccc1COC(=O)C1(c2ccccc2)CC1	-12	·	0
Cc1ccc(C(=O)N2CCC(c3[nH]ncc3Cc3ccccc3)CC2)c(=O)n1C	0	·	-2
O=C(c1cc2ccccc2c(=O)[nH]1)N1CCN(S(=O)(=O)c2ccc(F)c(F)c2)CC1	-4	·	-6
O=S(=O)(c1ccc(-c2ccno2)s1)N1C[C@H]2CC=CC[C@H]2C1	-4	·	-2

Compounds above containing a CF3 group, in the order listed:
compound	hcGAS inh	mcGAS lum	NPYLR7 ag
CC(C(=O)NC1CC1)N1CCN(C(=O)/C=C/c2ccc(C(F)(F)F)cc2)CC1 (stereo not drawn)	-14	·	11
COc1ccc(NC(=O)c2cnn3c2NC(c2ccccc2)CC3C(F)(F)F)cc1OC (stereo not drawn)	-6	-6	-4

Next section
compound	hcGAS inh	mcGAS lum	NPYLR7 ag
Cc1cccc2sc(N(CCN(C)C)C(=O)c3ccc(Cl)s3)nc12	-4	-6	-4
Nc1cncc(-n2ccc(-c3cc(Cl)ccc3O)n2)c1	-4	-3	-4
Cc1ccc(C(=O)N2CCN(C(C#N)c3ccccc3)CC2)cc1C (stereo not drawn)	0	·	5
COc1ccccc1C(CO)Nc1nc2ccccc2c2nc(C)nn12 (stereo not drawn)	-17	·	6
Cc1n[nH]c(C)c1CC(=O)N1CCC2(CC1)CN(C)CCN2C	-3	·	14
CCOc1ccc(/C=C2\N=C(c3cccc(Br)c3)OC2=O)cc1	-2	·	0
CCn1ccc2ccc(NC(=O)C3CCCC(C(F)(F)F)C3)cc21 (stereo not drawn)	-5	-10	-1
CN(CCO)S(=O)(=O)c1ccc2c(c1)Cc1cc(S(=O)(=O)N(C)CCO)ccc1-2	-8	-5	18
CSc1nc(NCC(C)C)c2cnn(CCNC(=O)c3ccc(F)cc3F)c2n1	-4	-8	·
C=CCN(CC(=O)N(Cc1ccccc1)Cc1cccn1C)C(=O)Nc1ccc(C)cc1	-15	-5	-6
Cc1nn2c(=O)[nH]c(SCC(=O)Nc3cccc(F)c3)nc2c1-c1ccccc1	19	-5	12
COc1ccc(N2C(=O)CSC2c2ccc(NC(=O)Cc3cccs3)cc2)cc1 (stereo not drawn)	-5	-3	-1
CCCCC(CC)C1OC(C)CC(C)(C)O1 (stereo not drawn)	1	1	·
O=C(C1CCCN1S(=O)(=O)c1cccs1)N1CCN(c2nc3ccccc3s2)CC1 (stereo not drawn)	-3	-6	3
COc1ccc(C=O)cc1OCc1nc(CCC(C)C)no1	-7	·	0
CC(C)CCN(Cc1cccs1)CC(O)COCc1ccco1 (stereo not drawn)	-3	-2	-3
CCCCOc1ccc(S(=O)(=O)NCc2ccco2)cc1	-7	·	6
CCOC(=O)C1CCCN(C(=O)c2ccc(CSc3nc(C)c(C)c(N4CCN(c5ccc(OC)cc5)CC4)n3)cc2)C1 (stereo not drawn)	-3	-8	10
CCC(C)N(Cc1ccc(OC)c(OS(=O)(=O)c2cccc(C(F)(F)F)c2)c1)C(=O)c1ccc(OC)cc1OC (stereo not drawn)	-4	-5	-3
CN1CC2(CCN(CC(=O)N3CCc4ccccc43)C2)OC1=O (stereo not drawn)	-4	·	0
O=C(CN1CCCOC1=O)Nc1ccc(Cl)c(Cl)c1	-7&-5	·	-1&6
NC1=NC(=O)/C(=C\c2csc(-c3ccc(F)cc3)n2)S1	-2	-8	3
NCCCOC1CCN(Cc2ccccc2)CC1	-8	·	4
O=C(NCc1ccc2c(c1)OCO2)c1csc(CSc2nnc(Cc3ccccc3)n2-c2ccc(Cl)c(Cl)c2)n1	-7	-5	6
Cc1ccc(C)c(N2C(=O)C3C4C=CC(C5CC45)C3C2=O)c1 (stereo not drawn)	-5	-6	5
Cc1cnn(Cc2ccc(Cl)cc2)c1NC(=O)c1c(C)oc2c1C(=O)CCC2	-6	-14	-3
CCCN(Cc1nc2sc3c(c2c(=O)[nH]1)CCN(Cc1ccccc1)C3)CC(O)Cc1ccccc1 (stereo not drawn)	2	·	-1
O=C(CSc1nc(=O)n2cc(Cl)ccc2n1)Nc1ccc2c(c1)OCCO2	-11	·	6
CCOc1ncccc1-c1nc(C)cc(NC)n1	-2	-15	14
CC(C)Cc1nc(CN(C)c2nc(-c3cccnc3)nc3c2cnn3C)no1	-3	·	-3
CC(C)Cn1c(N)c(-c2csc(NC(C)c3ccccc3)n2)c(=O)n(C)c1=O (stereo not drawn)	3	·	-1
CCc1n[nH]c(=O)c2cc3sc(Cl)cc3n12	4	3	-2
Cc1nccn1CCn1ccnc1-c1ccccn1	-10	·	-1
N#Cc1cccc(OCCN2CCCc3cc(F)ccc32)c1	-7	-15	-9
C=C(C)Cn1c(SCC(=O)N/N=C(/C)c2ccco2)nnc1-c1ccc(Br)cc1	-4	·	-2
CC(=O)OC(CCl)c1cccc([N+](=O)[O-])c1 (stereo not drawn)	-4	-5	-6
CCN(C(=O)CN1CCCC(C(=O)NC2CCCCC2)C1)c1nc2ccccc2s1 (stereo not drawn)	-4	·	2
Cn1cc(CCC(=O)N2CCCC(C(=O)c3ccc(C(F)(F)F)cc3)C2)cn1 (stereo not drawn)	4	-7	2
CSCC(=O)N1C[C@@H](NC(=O)NC2CCCCC2)C[C@H]1C(=O)N(C)CC(N)=O	-4	-5	-7
O=S(=O)(c1ccc(Cl)s1)N1CCCSc2ccccc21	-7	-13	20
CN(C(=O)Cc1ccc(Cl)cc1Cl)C(CCO)c1ccccc1 (stereo not drawn)	-11	·	1
Cc1ccc2c(=O)[nH]c(Nc3nc(C)cc(-c4ccccc4)n3)nc2c1	2	·	0
Cc1ccc2sc(N(CCCN(C)C)C(=O)c3cccs3)nc2c1C	-4	-3	1
Cc1ccc2sc(N(Cc3ccccn3)C(=O)c3ccc(C#N)cc3)nc2c1C	-8	-11	3
Cc1noc(C)c1CC(=O)NCc1cccnc1N1CCc2ccccc2C1	-8	·	4
CC1CN(c2cc(Cl)nc(SCC(=O)NCc3cccnc3)n2)CCN1C(=O)c1ccccc1 (stereo not drawn)	3	-2	3
CN(C)C(=O)C(c1ccccc1)N1CCN(c2ccccc2O)CC1 (stereo not drawn)	-7	·	2
O=C(Cc1cccs1)NN=Cc1ccccc1C(F)(F)F	-1	-6	0
Cc1[nH]c2ccccc2c1CCNC(=O)c1cnn(-c2cccc(Cl)c2Cl)c1N	3	·	0
CC(C)CCn1c(CN2CCN(C)CC2)nc2c1c(=O)n(C)c(=O)n2C	-7	-10	0
CC1=NN(Cc2ccccc2)c2nc3c(c(=O)n(Cc4ccccc4F)c(=O)n3C)n2C1	-4	-6	1
Cc1oc(-c2cc(F)ccc2F)nc1CN(C)C1CCOC1 (stereo not drawn)	-5	·	7
C=CCN(CC=C)c1cc(Cl)nc(SCc2cccc(C(=O)NCc3ccc4c(c3)OCO4)c2)n1	4	0	-7
CCc1nc(C)c(C(=O)N(C)Cc2nc3ccccc3s2)o1	-4	-2	·
CCn1c(=O)n(CCS(=O)(=O)Oc2ccccc2)c2ccccc21	-5	·	1
Cc1nnsc1C(=O)N1CCCC(N(C)Cc2ccccc2)C1 (stereo not drawn)	-9	·	16
COc1c(NC(=O)Nc2ccc(F)cc2C#N)c(C)nn1C	-5	·	-24
CC(C)Oc1ccc(-n2ncc3c2C(Cc2cscn2)NC3=O)cc1 (stereo not drawn)	-6	·	19
CCc1nc2ccccc2n1CC(=O)NNC(=O)c1ccc(Cn2cncn2)cc1	-2	-2	9
Cc1noc(-c2ccccc2)c1NC(=O)Nc1ccc2nc([C@H]3C[C@H](O)[C@@H](CO)O3)[nH]c2c1	-7	-5	-3

Another view of part of the listing above.
Results follow in this order: hcGAS inh, mcGAS lum, NPYLR7 ag
- CN(C)C(=O)C(c1ccccc1)N1CCN(c2ccccc2O)CC1 (stereo not drawn)
→ -7, ·, 2
- O=C(Cc1cccs1)NN=Cc1ccccc1C(F)(F)F
→ -1, -6, 0
- Cc1[nH]c2ccccc2c1CCNC(=O)c1cnn(-c2cccc(Cl)c2Cl)c1N
→ 3, ·, 0
- CC(C)CCn1c(CN2CCN(C)CC2)nc2c1c(=O)n(C)c(=O)n2C
→ -7, -10, 0
- CC1=NN(Cc2ccccc2)c2nc3c(c(=O)n(Cc4ccccc4F)c(=O)n3C)n2C1
→ -4, -6, 1
- Cc1oc(-c2cc(F)ccc2F)nc1CN(C)C1CCOC1 (stereo not drawn)
→ -5, ·, 7

(list continues)
compound	hcGAS inh	mcGAS lum	NPYLR7 ag
CCN(Cc1noc(C)n1)C(=O)c1cc2n(n1)CCN(C(C)=O)C2	-7	-18	28
Cc1cc(C)n(CC(C)NCc2c(C(=O)N3CCCCC3)nc3c(C)cccn23)n1 (stereo not drawn)	-5	·	3
CC1CCN(Cc2nnnn2CC(=O)NC2CCCN(Cc3ccccc3)C2)CC1 (stereo not drawn)	-9	·	16
CC(=O)c1ccccc1C(=O)N1CCC(CCC(=O)Nc2ccc3c(c2)OCCO3)CC1	-8	·	7
Cc1nn(C(C)C)c(C)c1NC(=O)NC1(CCO)CCCCC1	-9	-16	1
Cc1ccc(/C=C2/N=C(c3ccc(C)c(C)c3)OC2=O)o1	-2	-4	-3
O=C(NCCN1CCOCC1)c1csc(CSc2nnc(-c3ccncc3)n2-c2cccc(C(F)(F)F)c2)n1	-18	-8	-2
COCCn1cncc1CN1CCCC1c1nc2ccc(F)cc2[nH]1 (stereo not drawn)	-1	2	0
CCC(NC(=O)COC)C1c2cc(OC)c(OC)cc2CCN1Cc1cccc(OC)c1 (stereo not drawn)	-4	-4	11
CC1(C(=O)NS(=O)(=O)c2ccc(C#N)cc2)CCN1C(=O)C1(c2ccc(Cl)cc2)CC1 (stereo not drawn)	3	·	6
Cc1sc(NS(=O)(=O)c2ccc(F)c(F)c2)c(C(N)=O)c1C	-4	-12	34
COc1ccccc1-n1cc(-c2nc(CC3CCN(C)CC3)no2)cn1	-9	·	1
Cc1ccc(NCCNC(=O)C2CCCC2)nn1	-5	-11	-13
CCNC(=O)Nc1ccc(N(C)C)c(CN(Cc2cccc(F)c2)C(=O)C(CC)CC)c1	-6	-8	5
CCCc1nc(N2CCCN(C(=O)Nc3cccc(Br)c3)CC2)c2c(-c3ccccc3)noc2n1	-4	-5	16
CC(C)c1ccc(C2SCCN2C(=O)C(c2ccccc2)c2ccccc2)cc1 (stereo not drawn)	3	1	-2
CCc1ccc(Nc2nc(-c3cnc(N4CCCC4)nc3C)cc(=O)[nH]2)cc1	-7	·	-5
CC1(C(=O)NCc2ccccc2)Cc2c(-c3ccc(C(N)=O)cc3)ccnc2O1 (stereo not drawn)	-1	-5	-6
CC1=NOC(C)(CNC(=O)C2CCCO2)C1 (stereo not drawn)	-6	-5	·
